High-throughput results from PubChem.
Tau fluor cs = counter-screen for tau fibril formation inhibitors. tau K18 P301L (four-repeat tau fragment) Alexa594 fluorescence, heparin fibrillization. Potency, µM (titrated, usually from 57.7 µM), for the others: top-dose activity change, negative = decrease. 0.93% of 280,000 active. AID 1463; further: on the % scale 0 is the no-effect control and ±100 the full control effect; nearly all actives have a fitted effect of over 55% in size
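Human K18 P301L tau (15 uM unlabeled plus 0.24 uM Alexa 594-labeled, final) in 100 mM sodium acetate pH 7 was mixed with compound and 20 uM heparin and incubated 6 hr at 37 C.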
aGal spleen mod = inhibits or activates alpha-galactosidase in human spleen homogenate; P06280; human spleen homogenate, 4MU-alpha-Gal fluorescence, 40 min; Potency, µM (series often up to 80 µM), for inactives: at the top dose activity change, negative = inhibition, most hits filed as inhibitors; 0.008% of 240,000 active; AID 2107;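 further: 0% = enzyme with vehicle and -100% = no enzyme basal signal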
Target sequence (P06280 32-429 limits assumed): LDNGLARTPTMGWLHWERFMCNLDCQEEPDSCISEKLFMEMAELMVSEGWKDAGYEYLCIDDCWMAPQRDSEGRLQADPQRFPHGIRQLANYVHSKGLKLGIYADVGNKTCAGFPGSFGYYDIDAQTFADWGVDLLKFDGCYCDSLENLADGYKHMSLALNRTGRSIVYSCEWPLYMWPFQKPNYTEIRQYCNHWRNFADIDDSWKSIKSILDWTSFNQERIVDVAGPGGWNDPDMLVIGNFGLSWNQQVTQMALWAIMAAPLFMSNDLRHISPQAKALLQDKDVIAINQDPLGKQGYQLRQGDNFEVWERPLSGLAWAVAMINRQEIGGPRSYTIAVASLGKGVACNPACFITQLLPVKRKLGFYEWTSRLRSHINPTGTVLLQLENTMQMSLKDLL
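Spleen homogenate 1 ug + cpd (titration) + 4-MU-alpha-D-galactopyranoside 1 mM; 37C 40 min; 50 mM citrate/phosphate pH 5.0, 0.01% Tween-20; stop pH 10; fluorescence 365/440; AC50 via Hill.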
GAA spleen mod = inhibitors or activators of human alpha-glucosidase in spleen homogenate; P10253; human spleen homogenate, 4-MU-alpha-glucoside fluorescence; Potency, µM (top dose mostly 79.9 µM), without a hit: at the highest dose activity change, negative = inhibition, actives largely listed as inhibitors; 0.006% of 240,000 active; AID 2112;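 further: 0% = enzyme with vehicle and -100% = no enzyme basal signal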
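Enzyme source: human spleen homogenate, 1 ug/well. Buffer 50 mM citric acid/K phosphate pH 5.0, 0.01% Tween-20. 4-MU-alpha-glucoside 1 mM; 37 C x 40 min; NaOH/glycine stop; fluorescence.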
GAA inh = blocks human lysosomal alpha-glucosidase | P10253 | Potency, µM (highest dose often 76.9 µM), without a hit: top-dose activity change, negative = inhibition, usual class: inhibitors | AID 1466 | 0.005% of 200,000 active | purified human GAA, 4-MU-alpha-glucoside fluorescence;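 further: plate controls were uninhibited enzyme wells for no effect and no-enzyme background for full effect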
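Endpoint fluorogenic read: 20 min room-temperature reaction of 4 nM human alpha-glucosidase with 400 uM 4-methylumbelliferyl-alpha-D-pyranoside, pH 5.0, quenched with 1M NaOH/1M glycine pH 10. AC50 from Hill modeling.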
Epigenetic derep = epigenetic control regulation, reporter derepression; murine LDR cells, GFP reporter derepression, 30 h; 0.2% of 280,000 active; Potency, µM (titrated, usually from 53.9 µM), for the others: at the highest dose GFP activation, most hits filed as activators; AID 1865; further: % of control where 0% means no effect; nearly all actives have a fitted effect of over 60% in size
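GFP-positive cell count by laser-scanning cytometry (objects 20–120 um) after 30 h, 37 C compound exposure of murine LDR cells; reporter is CMV-GFP integrated at a silenced locus, inducible by HDAC or DNMT inhibitors.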
GAA glycogen = alters human alpha-glucosidase cleavage of glycogen; 0.38% of 300,000 active; Potency, µM (titrated, usually from 76.4 µM), without a hit: top-dose activity change, negative = inhibition, actives largely listed as inhibitors; recombinant GAA, glycogen substrate, Amplex Red glucose oxidase fluorescence;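 further: 0% = full enzyme reaction and -100% = no-enzyme basal signal; the screen sought inhibitors and activators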
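Recombinant enzyme (4 nM final) with compounds titrated up to 77 uM and bovine liver glycogen (30 ug) in citrate pH 5.0, 0.01% Tween-20, 37 C 40 min. Released glucose detected by Amplex Red/glucose oxidase (Ex 573/Em 610); AC50 from Hill fits.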
NPSR antagonist = neuropeptide S receptor (human) antagonism, cAMP; Q6W5P4; CHO-NPSR cells, cAMP TR-FRET, antagonist mode; Potency, µM (titrated, usually from 38.3 µM), inactives show at the highest dose activity change, negative = inhibition, usual class: inhibitors; 1% of 220,000 active; AID 1461; further: on the % scale 0 is the no-effect control and ±100 the full control effect; nearly all actives have a fitted effect of over 50% in size; many of its hits are not listed in these tables
ALDH1A1 block = blocks purified human ALDH1A1 activity | Purified ALDH1A1, NADH fluorescence, propionaldehyde substrate | Potency, µM (titrated, usually from 75.3 µM), inactives show top-dose activity, negative = inhibition, most hits filed as inhibitors | 7.3% of 220,000 active; active means well fitted inhibition curve with a large enough effect, not every such curve was filed as active; inconclusive means small, poorly fitted or top-dose-only effect, or another doubt; inactive means no such curve, though single readings can be large or run the other way;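 further: plate controls were no enzyme wells and a reference inhibitor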
Target sequence (P00352 whole entry, looked up): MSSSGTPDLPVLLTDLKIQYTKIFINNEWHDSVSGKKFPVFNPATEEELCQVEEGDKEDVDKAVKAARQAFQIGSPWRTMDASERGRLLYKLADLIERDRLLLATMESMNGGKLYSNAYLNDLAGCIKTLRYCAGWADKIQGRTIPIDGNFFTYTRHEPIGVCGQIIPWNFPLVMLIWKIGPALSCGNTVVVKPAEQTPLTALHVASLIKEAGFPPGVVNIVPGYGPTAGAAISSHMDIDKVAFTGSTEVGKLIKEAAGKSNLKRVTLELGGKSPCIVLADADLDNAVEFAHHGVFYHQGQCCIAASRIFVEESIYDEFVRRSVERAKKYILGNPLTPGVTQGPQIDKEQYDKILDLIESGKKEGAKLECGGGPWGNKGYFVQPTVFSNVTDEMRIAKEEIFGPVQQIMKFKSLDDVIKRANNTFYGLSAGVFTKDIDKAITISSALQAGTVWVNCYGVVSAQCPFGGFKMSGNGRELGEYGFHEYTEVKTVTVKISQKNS
The depositor's hits bear a star; ? = inconclusive; / = no result given; & = joins results of further samples; [ ] = dose if it differs, or a comment. Unless noted, the call rests on the fitted dose curve; in most records, active means well fitted curve in the direction sought with a large enough effect; inconclusive means small, poorly fitted or top-dose-only effect, or another doubt; inactive means no such curve, though single readings can be large; an effect the other way counts as inactive or inconclusive. Potency means the concentration at half of the fitted maximal effect. A portion of the library; count on the stated rates, not on these rows.

item	molecule	Tau fluor cs	aGal spleen mod	GAA spleen mod	GAA inh	Epigenetic derep	GAA glycogen	NPSR antagonist	ALDH1A1 block
1	CCn1c(=O)cc(SCC(=O)N2CCN(C(=O)c3ccco3)CC2)c2ccccc21	-5%	10%	7%	3%	-2.1%	2%	?	-15%
2	O=C(COC(=O)c1cn(-c2ccccc2)nc1-c1ccccc1)c1cccc([N+](=O)[O-])c1	?	-2%	-6%	-13%	0.0%	-7%	1%[46.1 µM]	8%
3	Cc1c(/C=N/NC(=O)C(C)(C)Oc2ccc(Cl)cc2)cnn1C	1%	1%	-3%	-2%	-1.1%	3%	-6%[46.1 µM]	8%
4	COC(=O)c1ccc(C(=O)OC)c(NC(=O)COC(=O)C23CC4CC(CC(O)(C4)C2)C3)c1	-7%	3%	-3%	-7%	-1.0%	2%	?	?
5	CCOc1ccccc1N=CC1=C(O)CC(c2ccccc2)CC1=O (stereo unspecified)	0%	-3%	4%	?	-2.6%	13%	-52%	?
6	O=C(NNc1ncnc2sccc12)c1ccc(Cl)cc1	-4%	-1%	1%	/	-1.0%	?	10%	/
7	S=C(Nc1ccc(Cl)c(Cl)c1)N1CCOCC1	-4%	-25%	-6%	-3%	0.6%	-8%	13%	7%
8	COc1cc(C2CC(=O)N(c3ccc(C)cc3)C(=O)C2)cc(OC)c1OC	-18%	12%	2%	/	-1.3%	-2%	0%	/
9	O=C(NCc1ccccn1)c1ccc(N2CCCC2=O)cc1	0%	6%	-5%	-1%	1.0%	1%	-21%[46.1 µM]	3%
10	CCOC(=O)OCC1OC(C#Cc2ccccc2)C=CC1Oc1cccc(N(C)C)c1 (stereo unspecified)	-20%[11.6 µM]	-5%[17.5 µM]	5%[17.4 µM]	/	0.0%[10.1 µM]	/	/	?
11	CCOc1ccccc1Nc1nc(N)nc(CSc2nccc(C)n2)n1	-6%	9%	0%	2%	2.2%	-3%	-12%[46.1 µM]	-5%
12	OC1(c2ccc(Cl)cc2)CCN(Cc2cn[nH]c2-c2ccc(F)cc2)CC1	-4%	-2%	-5%	/	-0.3%	1%	10%[7.67 µM]	/
13	Cc1ccc2c(c1)NC(=O)C(CC(=O)NCCCN1CCCCC1C)O2 (stereo unspecified)	-3%	9%	-15%	-7%	-1.2%	-14%	-5%[46.1 µM]	-5%
14	COc1ccc(S(=O)(=O)NCC2CCC(C(=O)N3CCC4(CC3)OCCO4)CC2)cc1 (stereo unspecified)	1%	-3%	-4%	-1%	-1.2%	2%	-7%[46.1 µM]	-11%
15	COc1ccc(N(C(=O)Cc2cccs2)C(C(=O)NC2CCCCC2)c2cccn2C)cc1OC (stereo unspecified)	0%	0%	-1%	-10%	0.9%	-2%	-26%[46.1 µM]	9%
16	COc1ccc(-c2n[nH]c(C(F)(F)F)c2-c2cc3ccccc3o2)c(O)c1	?	-4%	-20%	?	0.4%	-7%	-4%[46.1 µM]	?
17	O=C(c1nc2ccccn2c1CN1CCC(Cc2ccccc2)CC1)N1CCCC1	7%	-12%	4%	-4%	3.6%	-1%	7%	11µM*
18	CCc1cc(Br)ccc1N1C(=O)C2CC=CCC2C1=O (stereo unspecified)	-5%	6%	-11%	5%	-2.1%	9%	-11%[46.1 µM]	1%
19	COc1ccc(/C=C(/C#N)C(=O)NC2CCCCC2)cc1Br	-9%	2%	-5%	4%	-0.9%	15%	?	?
20	O=S(=O)(Cc1ccccc1)/C1=C(\N2CCOCC2)CCCCCC1	2%	9%	12%	-7%	-1.8%	-6%	10%[46.1 µM]	13µM*
21	CCCOc1cccc(C2/C(=C(/O)c3ccccc3)C(=O)C(=O)N2CCN(C)C)c1 (stereo unspecified)	-12%	-4%	0%	-1%	-1.1%	-1%	-12%[46.1 µM]	?
22	CN1CCN(Cc2nc(N)nc(Nc3ccc4c(c3)OCCO4)n2)CC1	-11%	-13%	-3%	-5%	3.3%	4%	-3%[46.1 µM]	?
23	Cc1onc(-c2ccccc2)c1C(=O)N=C(N)c1ccc(Cl)cc1	-16%	5%	4%	-4%	2.3%	4%	-1%	-1%
24	Nc1nnc(SCCN2C(=O)c3ccccc3C2=O)s1	-7%	-4%	1%	-8%	-1.0%	11%	-7%[46.1 µM]	0%
25	CCc1ccc(NC(=O)Cn2ncc3c4ccccc4n(C)c3c2=O)cc1	-14%&-3%	1%	1%	3%[15.4 µM]	-3.3%&-3.8%	0%	-13%	-5%
26	O=C(CSc1nnnn1-c1ccccc1)Nc1nc(-c2ccccc2)ns1	-15%	-1%	-2%	0%	1.3%	-1%	-8%[46.1 µM]	5%
27	O=C1C(Cl)=C(N2CCN(Cc3ccccc3)CC2)C(=O)N1c1ccccc1	?	0%	-2%	-3%	0.0%	-10%	?	?
28	O=C1C2C3CC(C(Br)C3Br)C2C(=O)N1CC1CCCO1 (stereo unspecified)	?	4%	-3%	/	0.0%	2%	10%	/
29	COc1ccc(NC(=O)CN(C)C(=O)c2ccc(C)s2)cc1	-8%	11%	8%	-8%	-0.9%	-3%	0%[46.1 µM]	8%
30	COCCNC(=O)C(c1ccc(Cl)cc1)N(C(=O)CCC(=O)Nc1ccccn1)C1CCCC1 (stereo unspecified)	-1%	9%	7%	3%	-1.0%	-14%	-1%[46.1 µM]	-2%

Some of these compounds in order of their number in NPSR antagonist, ascending:
| item | mol | aGal spleen mod | GAA spleen mod | GAA inh | Epigenetic derep | GAA glycogen | NPSR antagonist | ALDH1A1 block |
| --- | --- | --- | --- | --- | --- | --- | --- | --- |
| 5 | CCOc1ccccc1N=CC1=C(O)CC(c2ccccc2)CC1=O (stereo unspecified) | -3% | 4% | ? | -2.6% | 13% | -52% | ? |
| 25 | CCc1ccc(NC(=O)Cn2ncc3c4ccccc4n(C)c3c2=O)cc1 | 1% | 1% | 3%[15.4 µM] | -3.3%&-3.8% | 0% | -13% | -5% |
| 23 | Cc1onc(-c2ccccc2)c1C(=O)N=C(N)c1ccc(Cl)cc1 | 5% | 4% | -4% | 2.3% | 4% | -1% | -1% |
| 28 | O=C1C2C3CC(C(Br)C3Br)C2C(=O)N1CC1CCCO1 (stereo unspecified) | 4% | -3% | / | 0.0% | 2% | 10% | / |
| 7 | S=C(Nc1ccc(Cl)c(Cl)c1)N1CCOCC1 | -25% | -6% | -3% | 0.6% | -8% | 13% | 7% |

Four compounds already listed, sorted by SMILES length, lowest first:
item	molecule	Tau fluor cs	aGal spleen mod	GAA spleen mod	GAA inh	Epigenetic derep	GAA glycogen	NPSR antagonist	ALDH1A1 block
22	CN1CCN(Cc2nc(N)nc(Nc3ccc4c(c3)OCCO4)n2)CC1	-11%	-13%	-3%	-5%	3.3%	4%	-3%[46.1 µM]	?
25	CCc1ccc(NC(=O)Cn2ncc3c4ccccc4n(C)c3c2=O)cc1	-14%&-3%	1%	1%	3%[15.4 µM]	-3.3%&-3.8%	0%	-13%	-5%
21	CCCOc1cccc(C2/C(=C(/O)c3ccccc3)C(=O)C(=O)N2CCN(C)C)c1 (stereo unspecified)	-12%	-4%	0%	-1%	-1.1%	-1%	-12%[46.1 µM]	?
30	COCCNC(=O)C(c1ccc(Cl)cc1)N(C(=O)CCC(=O)Nc1ccccn1)C1CCCC1 (stereo unspecified)	-1%	9%	7%	3%	-1.0%	-14%	-1%[46.1 µM]	-2%

(list continues)
item	molecule	Tau fluor cs	aGal spleen mod	GAA spleen mod	GAA inh	Epigenetic derep	GAA glycogen	NPSR antagonist	ALDH1A1 block
31	CCOc1ccc(/C=N/NC(=O)CSc2n[nH]c(=O)[nH]c2=O)cc1OC	5%	-9%	-1%	-6%	-2.0%	6%	10%	8%
32	Cc1nn(C(C)C(=O)N2CCc3ccccc3C2)c(=O)c2cc3occc3n12 (stereo unspecified)	-8%	-11%	2%	-5%	-0.1%	5%	-21%[46.1 µM]	?
33	O=c1nccc(Nc2ccccc2)[nH]1	-4%	-1%	-5%	5%	0.4%	1%	-21%	2%
34	NNC(=O)c1cc2cc(OC(F)(F)F)ccc2[nH]1	-1%	-3%	-1%	/	2.9%	?	-4%	/
35	CCc1ccc(-n2c(SCc3cc(=O)n4cc(Br)ccc4n3)nc3[nH]ncc3c2=O)cc1	-15%	4%	2%	-9%	0.0%	-1%	-44%	?
36	CNC(=S)N(CCc1c(C)[nH]c2ccc(Cl)cc12)Cc1cc(OC)c(OC)c(OC)c1	-6%	6%	1%	7%	-4.2%	3%	-15%	2%
37	CO/N=C(/C(=O)NC1C(=O)N2C(C(=O)O)=C(CSc3nc(=O)c(O)nn3C)CSC12)c1csc(N)n1 (stereo unspecified)	-11%&-15%	2%&4%	3%&5%	/	1.3%&-1.3%	/	/	-2%&-4%
38	CC12CCC(c3c(C(=O)N4CCOCC4)nn(-c4ccccc4)c31)C2(C)C (stereo unspecified)	-6%	-1%	0%	-5%	2.9%	0%	-20%	-8%
39	Cc1ccn2c(NC3CCCCC3)c(C(C)C)nc2c1	-5%	12%	4%	0%	-1.0%	-17%	-17%	?
40	CN(C)CCCNC1=CC(=O)OC12CCCCC2	6%	-1%	-3%	1%	3.0%	4%	4%[46.1 µM]	1%
41	O=C(COC(=O)c1cc(=O)[nH]c(=O)[nH]1)NCc1ccccc1	-4%	-9%	-13%	4%	0.1%	1%	12%[46.1 µM]	13%
42	Cc1ccc(S(=O)(=O)Nc2ccc(N3CCN(C)CC3)nc2)cc1	-4%	2%	4%	-3%	1.1%	-20%	9%	3%
43	N#CC1=C(SCC(=O)c2ccc(Br)cc2)NC2=C(C(=O)CCC2)C1c1ccco1 (stereo unspecified)	?	-5%	-8%	-10%	?	-10%	?	?
44	CCCCNC(=O)c1onc(CSc2ccccc2)c1C(=O)O	-1%	-9%	-4%	4%	-0.8%	11%	-6%[46.1 µM]	-4%
45	O=C(O)c1ccc(-n2cncn2)c([N+](=O)[O-])c1	1%	4%	-2%	-3%	1.1%	4%	-15%	10%
46	Cn1c(CC(=O)Nc2ccc(Cl)c(Cl)c2)n[nH]c1=S	-13%	8%	-1%	6%	0.0%	-8%	-6%	-5%
47	Cc1ccc(CN(C#N)c2nc(C)cc(C)n2)cc1	-4%	-1%	-2%	-6%	-0.1%	-5%	-14%[46.1 µM]	?
48	Cc1ccc2cc3c(NC(=O)c4cccnc4)nn(C)c3nc2c1	-3%	-9%	-3%	8%	-0.1%	8%	-13%[46.1 µM]	?
49	O=C(COc1cccc(C(F)(F)F)c1)N1CCN(c2ccc(O)cc2)CC1	-23%	-5%	-6%	-1%	-0.4%	2µM*	-6%	?
